Assay outcomes: PubChem, National Center for Advancing Translational Sciences (NCATS)
Rhodamine autofl = compound fluoresces in the rhodamine spectral region; Rhodamine-region fluorescence, 547/598 nm, Tris buffer; hits give high values; max dye-equivalent concentration, M; 59,000 compounds, 0.05% hits; in the data active means max dye-equivalent concentration above about 11 nM; inconclusive means between about 1.1 nM and that limit
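Intrinsic compound fluorescence, ex 547 / em 598 nm, CCD imager. Tris 100 mM pH 8.0; 15 min RT. Output = rhodamine dye-equivalent concentration at each compound concentration.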
Fluorescein fluor = fluorescein region autofluorescence. Compound autofluorescence, 480/540 nm, fluorescein-equivalent; hits give high values. max fluorescein-equivalent concentration, M. 59,000 compounds, 0.91% hits. AID 593; in the data active means max fluorescein-equivalent concentration above about 10 nM; inconclusive means between about 1.1 nM and that limit
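Autofluorescence profiling; 100 mM Tris, pH 8.0; incubation 15 min at RT; ex/em 480/540 nm; result as fluorescein-equivalent concentration.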
4-MU autofl = compound fluoresces in the 4-MU spectral region. compound autofluorescence, 340/450 nm, 4-MU equivalents; hits give high values. max dye-equivalent concentration, M. 59,000 compounds, 11% hits. AID 589; in the data active means max dye-equivalent concentration above about 10 nM; inconclusive means mostly about 1.1 nM to 9.6 nM
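Intrinsic fluorescence at 340/450 nm (ex/em) was read after 15 min at room temperature in pH 8.0, 100 mM Tris. Each compound concentration expressed as 4-MU-equivalent concentration from a six-point 4-MU standard series on each plate.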
HEK293 cAMP ctrl = counter-screen for TSHR agonists: cAMP increase in parental HEK293 | parental HEK293 CNG cAMP sensor, membrane potential fluorescence | AID 938 | Potency, µM (highest dose often 57.1 µM), for the others: at the top dose activation, hits mostly activators | 73,000 compounds, 2.5% hits; further: potency means the concentration at half of the fitted maximal effect; % of control where 0% means no effect; nearly all actives have a fitted effect of over 55% in size
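Parental HEK 293 cells stably expressing a cAMP-gated CNG channel were loaded with membrane potential dye containing 100 uM RO 20-1724 for 60 min. Compound added for 30 min; depolarization read as fluorescence intensity at 590 nm.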
ERK AVP block = blocks ERK signaling stimulated by vasopressin; HEK293-V1b, vasopressin-stimulated pERK AlphaScreen; Potency, µM (top dose mostly 57.5 µM), for the others: top-dose activity, negative = inhibition, most hits filed as inhibitors; 72,000 compounds, 0.99% hits; further: potency means the concentration at half of the fitted maximal effect; on the % scale 0 is the no-effect control and ±100 the full control effect; nearly all actives have a fitted effect of over 55% in size
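V1b-HEK293 cells; cpd 30 min 37C; 25 nM vasopressin 5 min; lyse 10 min; AlphaScreen beads 5 hr RT. Normalized to DMSO basal and 25 nM vasopressin; AC50 by Hill fit.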
A350 autofl = A350 region autofluorescence; Compound autofluorescence, 340/450 nm, Alexa 350 dye-equivalents; hits give high values; max dye-equivalent concentration, M; 59,000 compounds, 11% hits; in the data active means max dye-equivalent concentration above about 10 nM; inconclusive means mostly about 1.1 nM to 9.6 nM
Tau filament bind = tau filament binding | P10636 | recombinant tau filaments, thioflavin S fluorescence, 15 h; filaments grown with octadecylsulfate alongside compound | Potency, µM (highest dose often 57.1 µM), inactives show top-dose activity change, negative = inhibition | 71,000 compounds, 2% hits | AID 596;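 further: potency means the concentration at half of the fitted maximal effect; on the % scale 0 is the no-effect control and ±100 the full control effect; actives lower thioflavin S fluorescence by blocking filaments or displacing dye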
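His-tagged recombinant human tau (exons 2, 3, 10; 1 uM final) fibrillized with 30 uM sodium octadecylsulfate, 15 h at 37 C, in pH 7.4 HEPES buffer with 10 uM thioflavine S and 5 mM DTT. Reduced ThS fluorescence (450/510 nm) marks activity.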
Luciferase inh = firefly luciferase inhibition | P08659 | purified firefly luciferase, luminescence, 8 min | Potency, µM (top dose mostly 57.1 µM), for inactives: at the highest dose activity change, negative = inhibition, actives largely listed as inhibitors | 72,000 compounds, 2.2% hits; further: potency means the concentration at half of the fitted maximal effect; on the % scale 0 is the no-effect control and ±100 the full control effect; nearly all actives have a fitted effect of over 40% in size
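Titration-based qHTS; buffer 50 mM imidazole pH 7.2, 50 mM KCl, 7 mM MgCl2, 10 uM ATP, 0.01% Tween 20, 0.05% BSA; luciferase/luciferin detector mix added after compound; 8 min, ambient; luminescence.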
Texas Red fluor = Texas Red region autofluorescence; Compound fluorescence, Texas Red channel, 547/618 nm; hits give high values; max dye-equivalent concentration, M; 59,000 compounds, 0.06% hits; in the data active means max dye-equivalent concentration above about 10 nM; inconclusive means between about 1.1 nM and that limit
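Compound fluorescence was read after 15 min at room temperature in 100 mM Tris, pH 8.0, using 547 nm excitation and 618 nm emission across a concentration series. It was expressed as Texas Red dye-equivalent concentration from an on-plate standard curve.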
Caspase-7 inhib = caspase-7 (human) inhibition, allosteric or competitive. 75,000 compounds, 0.02% hits. recombinant caspase-7, Ac-DEVD-AFC fluorescence rate. Potency, µM (series often up to 57.5 µM), for the others: at the highest dose activity change, negative = inhibition, actives largely listed as inhibitors; active means well fitted inhibition curve with a large enough effect in the main read-out, with a control signal flat, not every such curve was filed as active; inconclusive means small, poorly fitted or top-dose-only effect, or a change in a side signal; further: potency means the concentration at half of the fitted maximal effect; % of control where 0% means no effect
Target sequence (P55210 24-198 limits assumed): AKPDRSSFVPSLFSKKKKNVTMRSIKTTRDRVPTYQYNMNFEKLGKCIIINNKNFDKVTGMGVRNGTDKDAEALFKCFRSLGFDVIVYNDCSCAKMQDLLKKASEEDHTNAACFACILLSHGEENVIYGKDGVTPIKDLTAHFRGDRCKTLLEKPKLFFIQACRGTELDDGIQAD
Target sequence (P55210 207-303 limits assumed): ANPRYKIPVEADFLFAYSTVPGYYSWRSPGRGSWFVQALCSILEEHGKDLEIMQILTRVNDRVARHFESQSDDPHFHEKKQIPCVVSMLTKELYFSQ
Caspase-1 inhib = caspase-1 (human) inhibition, allosteric or competitive | Caspase-1 enzyme, Ac-WEHD-AFC fluorogenic rate | 75,000 compounds, 0.03% hits | P29466 | Potency, µM (series often up to 57.5 µM), for the others: at the top dose activity change, negative = inhibition, hits mostly inhibitors;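 further: potency means the concentration at half of the fitted maximal effect; plate controls were vehicle for no effect and no substrate for full effect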
Target sequence (P29466 120-297 limits assumed): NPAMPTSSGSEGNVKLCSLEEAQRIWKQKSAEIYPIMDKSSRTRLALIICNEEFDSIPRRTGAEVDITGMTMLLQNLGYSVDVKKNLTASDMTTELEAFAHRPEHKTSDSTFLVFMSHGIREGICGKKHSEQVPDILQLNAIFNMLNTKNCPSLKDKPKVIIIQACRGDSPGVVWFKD
Target sequence (P29466 317-404 limits assumed): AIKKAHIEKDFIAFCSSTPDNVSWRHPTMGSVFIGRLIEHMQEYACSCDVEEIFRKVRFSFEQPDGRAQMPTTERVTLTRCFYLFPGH
An asterisk follows results filed as active; i = inactive; ? = inconclusive; . = no result given; [ ] = remark or other dose. Unless noted, the call rests on the fitted dose curve; in most records, active means well fitted curve in the direction sought with a large enough effect; inconclusive means small, poorly fitted or top-dose-only effect, or another doubt; inactive means no such curve, though single readings can be large; an effect the other way counts as inactive or inconclusive. The list is partial. The share of hits here may be higher or lower than overall.

Every second line gives: Rhodamine autofl	Fluorescein fluor	4-MU autofl	HEK293 cAMP ctrl	ERK AVP block	A350 autofl	Tau filament bind	Luciferase inh	Texas Red fluor	Caspase-7 inhib	Caspase-1 inhib
#1 Cn1cccc1C(=O)N1CCC2(CCN(Cc3ccncc3)CC2)CC1
→ i	i	i	2.9%	-1.3%	i	-5.4%	2.7%[11.4 µM]	i	-4.3%	-3.4%
#2 CC(=O)c1c(C)[nH]c(C(=O)N2CCCCCC2)c1C
→ i	i	i	3.2%	-2.6%	i	0.0%	0.9%	i	1.3%	2.0%
#3 O=C(c1ccc2c(c1)OCCCO2)c1cccs1
→ i	i	i	11.0%	-10.5%	i	-9.9%	12.6µM*	i	1.0%	-2.2%
#4 c1ccc(CNc2cc(-c3cccnc3)ncn2)cc1
→ i	i	i	23.8%	-24.8%	i	-6.4%	2.2%[2.29 µM]	i	0.5%	-0.2%
#5 COc1cc(C(=O)NCc2cn3ccccc3n2)cc(OC)c1OC
→ i	i	i	15.3%	-8.0%	i	3.1%	0.5%	i	1.5%	-0.6%
#6 O=C(NCc1ccc2c(c1)OCO2)C1CC(=O)N(C2CCCCCC2)C1 (stereo not given)
→ i	i	i	22.1%	-2.4%	i	19.0%	0.0%	i	-1.3%	-3.2%
#7 CC(C)[C@H](Sc1nc(N)nc2nc[nH]c12)C(=O)O
→ i	i	i	-0.1%[11.4 µM]	-15.7%[11.5 µM]	i	-3.1%[11.4 µM]	1.9%[11.4 µM]	i	0.8%[11.5 µM]	-0.4%[11.5 µM]
#8 CCOC(=O)c1oc2ccc(S(=O)(=O)N3CCOCC3)cc2c1C
→ i	i	i	3.3%	-11.7%	i	6.6%	1.5%	i	-0.4%	0.6%
#9 CC1CC(C)CN(C(=O)CSc2nnc(-c3ccc(F)cc3)o2)C1 (stereo not given)
→ .	.	.	23.7%	13.4%	.	14.1%	2.5%	.	1.1%	-2.2%
#10 O=C(NCCN1CCN(C(=O)c2cc3ccccc3oc2=O)CC1)c1cc2ccccc2oc1=O
→ i	?	?	?	15.6%	?	1.2%	-0.3%	i	-4.1%	-0.4%
#11 Cc1noc(NS(=O)(=O)c2ccc(NC(=O)CSc3ncccn3)cc2)c1C
→ .	.	.	-0.6%	-12.8%	.	5.8%	3.3%	.	-1.3%	-1.9%
#12 CC1CC(C)CN(c2ncnc3c2cnn3Cc2ccc(Cl)cc2)C1 (stereo not given)
→ i	?	i	12.1%	13.6%	i	-3.9%	4.6%	i	0.9%	-1.4%
#13 Cc1cc(C(=O)OCC(=O)Nc2cc(C)on2)c2ccccc2n1
→ i	?	i	4.9%	15.3%	?	0.7%	-0.9%	i	-1.1%	1.1%
#14 COc1ccc2c(Cl)c(-c3nnc4n3CCCCC4)sc2c1
→ i	i	i	19.3%	-19.0%	?	13.4%	-1.9%	i	-0.1%	-2.7%
#15 CCOc1ccc(C(=O)Cc2ccc3oc(C(=O)O)cc3c2)c(O)c1
→ i	?	i	7.8%	-13.9%	?	5.8%	0.0%	i	3.9%	-0.6%
#16 CC(=O)O[C@@H](C)C[N+](C)(C)C
→ i	?	i	?	15.2%[25.7 µM]	i	-5.5%[25.6 µM]	-2.9%[25.5 µM]	i	0.3%[25.7 µM]	-0.6%[25.7 µM]
#17 O=C(CC1Oc2ccccc2NC1=O)NCc1ccccc1 (stereo not given)
→ .	.	.	-2.5%	2.3%	.	0.3%	-0.2%	.	-1.7%	2.0%
#18 CC1(C)Cc2c(sc3ncnc(N)c23)CO1
→ i	i	?	5.0%	7.4%	?	-7.6%	-3.2%	i	0.4%	-3.6%
#19 O=C(CSc1n[nH]c(C2CCCC2)n1)NC1CCCC1
→ i	i	i	12.4%	-17.6%	i	-11.1%	1.8%	i	-1.5%	-2.3%
#20 Cc1oc(-c2cccc(Cl)c2)nc1CN1CCC(C(=O)NCC2CCCO2)CC1 (stereo not given)
→ i	?	i	6.7%	-9.6%	i	11.8%	0.6%	i	-0.2%	-0.9%
#21 COC(=O)c1ccc(NC(=O)CN2CCN(c3ccccc3)CC2)cc1
→ i	?	i	?	0.7%	i	3.3%	-29.5%	i	-0.8%	1.4%
#22 CC[C@]1(O)C[C@@H]2CN(CCc3c([nH]c4ccccc34)[C@](C(=O)OC)(c3cc4c(cc3OC)N(C=O)[C@H]3[C@@](O)(C(=O)OC)[C@H](C(=O)OC)[C@@]5(CC)C=CCN6CC[C@]43[C@H]65)C2)C1
→ .	.	.	4.4%	3.3%	.	?	0.8%	.	-0.5%	1.0%
#23 Cc1cc(C)n(-c2ccc(C(=O)OCC(=O)c3ccc(Br)s3)cc2)n1
→ i	?	i	24.2%	-20.2%	i	12.6µM*	3.2%	i	-6.6%	0.0%
#24 O=C(NCCCN1CCN(c2cccc(Cl)c2)CC1)c1ccc(N2CCCC2=O)cc1
→ i	i	i	10.5%	-2.4%	i	13.6%	0.9%	i	-0.2%	-0.4%
#25 CN(C)CC(=O)Nc1cc(C(F)(F)F)ccc1Cl
→ i	i	i	14.1%	-23.5%	i	2.1%	6.0%	i	0.3%	-10.4%
#26 Cc1cc2cc(CNC(=O)CCC(=O)O)ccc2[nH]1
→ i	i	i	5.1%	6.2%	i	31.3%	2.5%	i	-2.2%	-4.0%
#27 N#Cc1nc(Cc2cccc3ccccc23)oc1NCc1ccco1
→ i	?	i	20.6%	-14.1%	i	-2.4%	0.5%	?	-7.1%	-3.1%
#28 COc1ccc(O)c(C(=O)CC(=O)c2ccccc2)c1
→ .	.	.	5.8%	22.4%	.	?	20µM*	.	-4.8%	-5.4%
#29 CCOC(=O)c1cnc2cc3c(cn2c1=O)CCCC3
→ i	i	2.35e-06M*	1.9%	20.5%	2.28e-06M*	18.4%	-28.3%	i	-10.5%	-13.8%
#30 Cc1ccc(S(=O)(=O)N2CCC(C(=O)N3CCC[C@H]3C(=O)NC3CCS(=O)(=O)C3)CC2)cc1 (stereo not given in full)
→ i	i	i	-0.5%	1.5%	i	-0.4%	3.2%	?	0.2%	0.6%
#31 Cc1nc(N)c(C#N)c(-c2ccccc2)c1C
→ i	i	?	6.5%	-23.0%	?	-16.1%	2.0%	?	-0.7%	0.4%
#32 Cc1nc(-n2nnc3ccccc32)c2c3c(sc2n1)CCCC3
→ i	?	2.47e-08M*	20µM*	42.8%	3.18e-08M*	25.1%	0.7%	i	-2.2%	-2.6%
#33 O=C(NCSC1=NCCS1)c1ccccc1
→ i	?	i	-3.0%	-9.3%	i	8.0%	0.5%	?	-1.5%	-1.6%
#34 CCCC1(C(=O)OCC)NC(c2cc(OC)c(OC)c(OC)c2)C2C(=O)N(CC)C(=O)C21 (stereo not given)
→ i	i	i	2.8%	-28.1%	i	9.4%	2.1%	i	0.2%	-1.0%
#35 COc1ccc(Nc2ccc3c(c2)=NC2(CCCCC2)[N+]=3[O-])cc1
→ .	.	.	-63.3%[inhibitor]	15.8µM*	.	15.8µM*	?	.	-3.2%	-9.9%
#36 O=c1[nH]c(=O)n(Cc2ccco2)c2c1C(C(F)(F)F)(C(F)(F)F)N=C(C1CCCCC1)N2
→ i	?	i	1.8%	-21.6%	i	-8.7%	0.7%	i	-2.6%	3.9%
#37 CCCn1c(SCc2cc(=O)[nH]c3ccccc23)nc2c1c(=O)n(C)c(=O)n2C
→ i	i	i	-2.8%	5.2%	i	1.3%	2.3%	i	-0.7%	1.7%
#38 CC(C)(C)C(=O)Nc1ccc(-c2cn3ccsc3n2)cc1
→ i	?	4.47e-08M*	?	15.3%	6.3e-08M*	-5.7%	1µM*	?	-1.0%	0.7%
#39 CCc1c2c(nc3ccccc13)OC(C)C2 (stereo not given)
→ .	.	.	9.4%	8.9%	.	0.5%	.	.	-0.8%	1.3%
#40 Cn1cc(-c2nc3cnc(N4CCOCC4)nc3n(CCC#N)c2=O)c2ccccc21
→ i	?	i	20.0%	-15.6%	i	i	0.6%[11.4 µM]	i	?	?
#41 CC1CC(C)CN(Cc2nc3c(c(=O)n(C)c(=O)n3C)n2Cc2ccccc2Cl)C1 (stereo not given)
→ .	.	.	16.6%	.	.	5.4%	1.7%	.	-1.3%	-0.4%
#42 CCCC(=O)Nc1cc(-c2nn(C)c(=O)c3ccccc23)ccc1OC
→ i	i	i	6.9%	-8.9%	i	-17.0%	4.1%	i	1.0%	1.0%
#43 Cc1n[nH]c(=O)nc1NCc1ccccc1
→ .	.	.	-4.7%	1.3%	.	4.0%	-8.1%	.	0.1%	2.2%
#44 COc1ccc(CCn2c(-n3nc(C)cc3C)nc3c2c(=O)[nH]c(=O)n3C)cc1
→ i	?	i	16.9%	-16.1%	?	19.7%	-1.8%	i	0.0%	0.2%
#45 COCC(=O)Nc1c(C(=O)Nc2cccc(OC)c2)oc2ccccc12
→ i	i	i	?	10.7%	i	0.9%	1.4%	i	2.9%	-3.9%
#46 Cc1nc(C)c(C(=O)NCc2ccc(Cl)cc2)o1
→ i	i	i	?	-3.5%	i	?	3.8%	i	0.0%	-1.5%
#47 Cc1cc(O)cc(=O)n1Cc1ccco1
→ i	i	i	-1.1%	-16.5%	i	1.6%	3.3%	i	-0.2%	-1.0%
#48 CC(C)(C)OC(=O)NCCCCCc1nnc(SCC(N)=O)o1
→ i	?	i	2.7%	-1.3%	i	4.3%	-4.4%	i	-0.4%	-0.6%
